Akt phos inh = inhibitors of Akt phosphorylation | 360,000 compounds, 0.32% hits | Neuro2A IGF-stimulated pAkt S473 HTRF, 20 min; stronger effect = lower value | activity change, % for hits at 50 µM | AID 651550; in the data active = activity change below about -80%; inconclusive = mostly about -51% to -80%; note: % is set by controls: 0 for no effect and ±100 for the full control effect
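Single-point screen (50 µM final compound) in Neuro2A cells stimulated 20 min with 6 nM IGF at 37 deg C. After lysis, Ser473-phosphorylated Akt read by HTRF (ex 330 nm, em 615/665 nm) as the 665/615 ratio.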
aSyn yeast inh = alpha-synuclein toxicity inhibition in yeast; Yeast expressing alpha-synuclein, growth rescue, BacTiter-Glo, 24 h; Potency, µM (series often up to 46.1 µM), inactives show at the top dose growth rescue (activation), most hits filed as activators; 370,000 compounds, 0.14% hits; AID 652106; note: potency is the fitted concentration of half-maximal effect; % of control where 0% means no effect; nearly all actives have a fitted effect of over 65% in size
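Galactose-induced alpha-syn yeast (OD600=0.02, raffinose-pregrown) + pinned cpd, 24 hr, 30 deg C; growth by BacTiter-Glo luminescence. Growth restoration scores as activation.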
PTHR1 agonist = PTHR1 (human) receptor agonism; Q03431; HEK293 GP2 PTHR1 cells, GloSensor cAMP luminescence, 1 h; Potency, µM (highest dose often 115 µM), inactives show top-dose activation, hits mostly activators; 410,000 compounds, 0.075% hits; AID 743266; note: potency is the fitted concentration of half-maximal effect; nearly all actives have a fitted effect of over 55% in size; some results filed as inactive show a strong effect at the top dose; inactives centre near -15; many of its hits are not listed in these tables
Target sequence (Q03431 whole entry, looked up): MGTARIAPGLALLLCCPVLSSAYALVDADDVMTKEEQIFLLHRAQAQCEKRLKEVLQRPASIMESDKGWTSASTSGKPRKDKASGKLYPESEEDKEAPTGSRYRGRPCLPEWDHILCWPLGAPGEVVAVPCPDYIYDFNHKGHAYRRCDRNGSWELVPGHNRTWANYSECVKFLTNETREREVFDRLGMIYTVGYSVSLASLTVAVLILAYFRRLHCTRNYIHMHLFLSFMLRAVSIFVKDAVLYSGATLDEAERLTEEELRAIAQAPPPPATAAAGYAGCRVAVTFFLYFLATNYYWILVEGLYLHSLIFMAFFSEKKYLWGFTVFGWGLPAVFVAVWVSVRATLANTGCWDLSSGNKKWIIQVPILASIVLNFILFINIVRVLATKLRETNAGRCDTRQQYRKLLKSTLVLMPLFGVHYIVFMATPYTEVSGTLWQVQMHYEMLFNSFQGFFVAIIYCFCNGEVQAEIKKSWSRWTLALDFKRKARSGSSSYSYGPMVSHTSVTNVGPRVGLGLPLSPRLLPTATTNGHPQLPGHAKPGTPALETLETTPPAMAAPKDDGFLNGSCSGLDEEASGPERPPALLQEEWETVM
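HEK-293-derived GP2 cells expressing PTHR1 and a GloSensor cAMP reporter, 3,000/well, plated overnight, given luciferin plus IBMX (each 0.5 mM as added) for 1 h at 37 °C, then compound for 1 h at 37 °C. Luminescence was read after 15 min at room temperature.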
MmCpn inh = inhibitors of Methanococcus maripaludis chaperonin (MmCpn). Potency, µM (top dose mostly 76.9 µM), without a hit: at the highest dose activity, negative = inhibition, most hits filed as inhibitors. 330,000 compounds, 0.031% hits. purified Mm-Cpn ATPase, ADP Transcreener TR-FRET; note: potency is the fitted concentration of half-maximal effect; % is set by controls: 0 for no effect and ±100 for the full control effect; nearly all actives have a fitted effect of over 80% in size
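Compound-treated chaperonin, 25 nM final, turns over 10 uM ATP at 37°C for 30 min following a 10 min preincubation; ADP generated competes with ADP-d2 for Eu-cryptate antibody, lowering FRET.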
TDP-43 yeast inh = rescues yeast growth from TDP-43 toxicity. TDP-43 expressing yeast growth rescue, BacTiter-Glo, 24 h. Potency, µM (doses to about 46.1 µM), for the others: at the top dose growth rescue (activation), actives largely listed as activators. 410,000 compounds, 1.8% hits. AID 652104; note: potency is the fitted concentration of half-maximal effect; % of control where 0% means no effect; nearly all actives have a fitted effect of over 50% in size
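Readout is BacTiter-Glo luminescence of cell growth, so inhibitors register as activators. TDP-43-expressing yeast at OD600=0.02 in galactose medium, after raffinose pregrowth to mid-log, were incubated with compound for 24 hr at 30 deg C.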
FUS yeast rescue = suppressors of FUS proteinopathy in yeast; S. cerevisiae FUS-expressing, growth rescue, OD600, 24 h; Potency, µM (highest dose often 76.6 µM), without a hit: at the highest dose growth rescue (activation), actives largely listed as activators; 390,000 compounds, 0.24% hits;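 note: potency is the fitted concentration of half-maximal effect; plate controls were DMSO vehicle for no effect and reference control for full effect; nearly all actives have a fitted effect of over 55% in size; some results filed as inactive show a strong effect at the top dose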
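S. cerevisiae expressing FUS from galactose induction served as the toxicity model. Growth after 24hr at 30C, read as absorbance at 600 nm, indicates suppression of toxicity; compounds dosed at several concentrations.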
GLP-1R inv ag = inverse agonists of human GLP-1 receptor; P43220; Potency, µM (highest dose often 38.3 µM), without a hit: at the top dose activity change, negative = inhibition, actives largely listed as inhibitors; 410,000 compounds, 1.6% hits; HEK293 GLP-1R CRE-luciferase, luminescence, 24 h; GLP-1R form is constitutively active; note: potency is the fitted concentration of half-maximal effect; % is set by controls: 0 for no effect and ±100 for the full control effect; nearly all actives have a fitted effect of over 55% in size
Target sequence (P43220 whole entry, looked up): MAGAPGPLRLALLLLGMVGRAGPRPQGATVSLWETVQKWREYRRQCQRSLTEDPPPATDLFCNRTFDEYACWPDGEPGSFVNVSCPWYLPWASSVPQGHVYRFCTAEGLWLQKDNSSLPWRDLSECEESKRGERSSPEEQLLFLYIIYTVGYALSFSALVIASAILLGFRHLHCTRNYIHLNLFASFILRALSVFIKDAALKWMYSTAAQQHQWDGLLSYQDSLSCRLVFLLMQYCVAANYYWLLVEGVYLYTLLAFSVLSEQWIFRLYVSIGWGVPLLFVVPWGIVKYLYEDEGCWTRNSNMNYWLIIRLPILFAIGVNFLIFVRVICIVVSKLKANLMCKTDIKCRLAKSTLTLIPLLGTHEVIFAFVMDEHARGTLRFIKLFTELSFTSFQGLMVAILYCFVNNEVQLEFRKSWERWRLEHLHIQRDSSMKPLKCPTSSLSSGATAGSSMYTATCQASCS
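Constitutively active GLP-1R drives a cAMP-responsive luciferase in stably transfected HEK293 cells; test compounds are added after overnight (12 h) attachment and left 24 hr, and signal loss in luminescence marks inhibition.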
Abeta rescue = A-beta toxicity reversal in yeast. yeast expressing A-beta42, growth rescue, OD600, 48 h; response scale: 0% DMSO, 100% iron-clioquinol control. Potency, µM (highest dose often 46.1 µM), without a hit: at the top dose growth rescue, most hits filed as activators. 410,000 compounds, 0.063% hits. AID 1347071; note: potency is the fitted concentration of half-maximal effect; nearly all actives have a fitted effect of over 55% in size
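Yeast growth medium received pinned compounds, then yeast cells expressing toxic A-beta were added; plates incubated at 30 C for 48 hr. Growth read as absorbance at 600 nm, normalized to DMSO and equimolar FeCl3 plus clioquinol controls.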
HEK293 tox = cytotoxicity counter-screen for GLP-1 receptor inverse agonists; 410,000 compounds, 0.13% hits; AID 624418; HEK293 cAMP-luciferase reporter cells, luminescence, 24 h; Potency, µM (doses to about 38.3 µM), for the others: at the top dose activity change, negative = inhibition, actives largely listed as inhibitors;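 note: loss of luciferase light is scored as toxicity; potency is the fitted concentration of half-maximal effect; % is set by controls: 0 for no effect and ±100 for the full control effect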
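Here, cytotoxicity is scored as loss of luminescence. The MLSMR collection was tested on cells seeded in medium containing 10% Nu serum, with a 24 hr compound exposure preceded by 12 hours of culture.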
Active calls of the source: *; i = inactive; u = inconclusive; x = no result given; [ ] = dose if it differs, or a comment. Unless noted, calls come from the whole dose curve; as a rule, active = well fitted curve in the direction sought with a large enough effect; inconclusive = small, poorly fitted or top-dose-only effect, or another doubt; inactive = no such curve, though single readings can be large; an effect the other way counts as inactive or inconclusive. Not all compounds are listed; the hit share may differ from the screen's.

SMILES	Akt phos inh	aSyn yeast inh	PTHR1 agonist	MmCpn inh	TDP-43 yeast inh	FUS yeast rescue	GLP-1R inv ag	Abeta rescue	HEK293 tox
Cn1nc(C(F)(F)F)c(C(=O)Nc2cccc(Cl)c2)c1Cl	i	u	-20%	0%	18%	6%	0%	-9%	1%
COc1ccc(C)cc1S(=O)(=O)N(C)CC(=O)N1CCCCC1	i	-8%	i	x	4%	x	3%	-8%	-9%
Cn1c(/C(C#N)=C/c2ccc(C(F)(F)F)cc2)nc2ccccc21	x	x	-12%	x	0%	-12%	-3%	9%	8%
Cc1ccc(CN(Cc2ccco2)C(=O)c2ccc(Cl)cc2Cl)cc1	x	x	-27%	x	-4%	0%	13µM*	-11%	8%
CCOc1cc(/C=N/Nc2nc(N3CCCCC3)nc(N3CCCCC3)n2)ccc1OC(=O)c1ccco1	i	-1%	i	0%	5%	5%	2%	-9%	-16%
C#CCOCCOCCOCCNc1nc(N2CCN(C(=O)[C@H](CCCN=C(N)N)n3cc(C(N)[C@@H](C)CC)nn3)CC2)nc(N2CCN(C(=O)[C@H](CCCCN)n3cc([C@@H](N)CC(N)=O)nn3)CC2)n1 (some centres not stated)	i	-5%	2%	-1%	-9%	-10%	6%	-8%	19%
CCOCCCNC(=O)c1ccccc1Br	i	-3%	i	3%	19%	10%	32%[activator]	16%	3%
COc1ccccc1OCCNC(=O)C1CC(=O)N(c2ccc3c(c2)OCCO3)C1 (configuration not stated)	i	-3%	i	1%	0%	-2%	4%	-7%	-3%
CCc1ccc(N(CC(=O)NC2CCCCC2)S(=O)(=O)c2c(C)noc2C)cc1	i	9%	-26%	1%	18%	-16%	-16%	3%	17%
O=C(c1ccc(C#Cc2ccccc2)o1)N1CCN(c2ccccn2)CC1	i	0%	-3%[57.5 µM]	-2%	-6%	8%	-26%	6%	u
COc1cc(OC)cc(C(=O)N[C@H](C(=O)Nc2nc3c(s2)CCCC3)C(C)C)c1	i	-8%	-19%	2%	4%	8%	u	5%	-17%
CC1(C(=O)NS(=O)(=O)c2cccc(OC(F)F)c2)CCN1C(=O)COc1ccc(Cl)cc1 (configuration not stated)	i	0%	-5%	x	6%	-9%	-18%	-14%	2%
COc1cccc(C(C#N)N2CCOCC2)c1 (configuration not stated)	i	-10%	-2%[57.5 µM]	-10%	-3%	22%	26%	-11%	-6%
CC1=CCC2C(=O)N(c3nc(C)cc(C)n3)C(=O)C2C1 (configuration not stated)	i	0%	i	1%	0%	9%	-1%	-1%	6%
Cc1cc2nn(-c3ccc(F)cc3)nc2cc1NC(=O)c1cc(Cl)ccc1Cl	x	x	-10%	x	12%	-17%	27%	-11%	0%
CCC(C)NC(=O)CNC(=O)c1nn(-c2ccc(OC)cc2OC)c(=O)c2ccccc12 (configuration not stated)	i	-1%	i	1%	9%	-1%	8%	-3%	-7%
COc1ccc(Cl)cc1NC(=O)Cn1cnc2c1c(=O)n(C)c(=O)n2C	x	x	i	x	13%	-14%	-8%	-7%	-11%
O=C([O-])c1cc(-c2ccccc2)cc(-c2ccccc2)[n+]1CCc1ccc(Cl)cc1	i	12%	-55%[inhibitor]	x	0%	23%	u	-1%	-26%
COc1ccc(/C=N/NC(=O)C(=O)N2CCCC2)cc1OC	i	2%	-7%	0%	12%	5%	41%[activator]	-3%	5%[1.53 µM]
COc1ccc(N(CC(=O)NCC2CCCO2)S(=O)(=O)c2ccc(C)cc2)cc1OC (configuration not stated)	i	-4%	-15%[57.5 µM]	0%	-17%	7%	2%	-5%	-5%
Cc1nn(C)cc1/C=N/NC(=O)C(C)(C)Oc1ccc(Cl)cc1	i	1%	i	1%	-9%	18%	96%[activator]	4%	6%
Cc1ccc(Cl)cc1NC(=O)C1COc2ccccc2O1 (configuration not stated)	i	0%	-18%	0%	u	-17%	-6%	9%	-5%
CC(C)N(Cc1nccn1C)C(=O)CCc1nnc(CCCc2ccccc2)o1	i	-1%	-17%	0%	17%	-33%	10%	-5%	0%
CCn1c(SCC(=O)Nc2ccccc2OC)nc(O)cc1=O	i	2%	i	0%	6%	21%	u	5%	-9%
CCCCOc1ccc(OCCSc2nc3ccccc3n2CC(=O)O)cc1	i	-1%	i	2%	-19%	-12%	-1%	2%	1%
OC(CN1CCNCC1)Cn1c2ccccc2c2ccccc21 (configuration not stated)	i	-1%	i	0%	-9%	16%	u	6%	-12%
COc1cccc(C(=O)Nc2ccccc2N2CCN(C(=O)c3ccccc3)CC2)c1	i	-5%	-18%	0%	-3%	u	u	-13%	-8%
O=C(O)c1csc(Br)c1Br	i	1%	-17%[57.5 µM]	0%	29%	-8%	-1%	6%	-2%
N#CC(c1ccc(Cl)cc1)c1ccc(Cl)nn1 (configuration not stated)	i	-2%	i	1%	18%	-1%	11%	-18%	3%
C=CCc1cc(OC)ccc1OCCN(C)Cc1ccccc1	i	0%	-10%	2%	-23%	-13%	u	-9%	-11%
CCCCC(=O)Nc1cccc(NC(=O)CC)c1	i	3%	i	-1%	10%	-6%	-4%	24%	-10%
COCCCN1C(=O)N(c2ccccc2)C(=O)C1CC(=O)Nc1ccccc1 (configuration not stated)	i	-1%	-3%	-5%	4%	-10%	-11%	-12%	-10%
COC(=O)c1cc(S(=O)(=O)NCc2ccccc2OC)cn1C	x	1%	-21%	0%	6%	-17%	8%	-10%	1%
Cc1ccc(C)c(NC(=O)NNS(=O)(=O)c2ccc(C)c(C)c2)c1	i	-3%	i	2%	2%	3%	-29%	8%	-20%
CC1=C(C(=O)Nc2cc(C)cc(C)c2)C2(CCCCC2)OC1=O	x	x	-22%	x	24%	-13%	-6%	-12%	11%
O=C(O)c1ccc(CSc2nc3c(c(=O)[nH]2)CCC3)cc1	i	-2%	u	x	-18%	-2%	20%	-21%	3%
CCNC(=O)C1(C)CCN1CCS(=O)(=O)c1ccc(C)cc1 (configuration not stated)	i	1%	-21%	x	8%	-22%	-14%	4%	0%
COc1cccc(/C=C2\SC(=S)N(CCCC(=O)N3CCCC3)C2=O)c1	i	2%	-27%	1%	25%	31%	5µM*	-4%	u
CN(C)S(=O)(=O)c1ccc2c(c1)N(CC(=O)Nc1ccc(F)cc1)C(=O)CS2	x	x	i	x	u	6%	-26%	-3%	-1%
CCCCC(NC(C)=O)c1nc2ccccc2n1CCCC (configuration not stated)	i	-3%	-18%	1%	13%	7%	-21%	11%	5%
CCOC(=O)c1[nH]c2cc(OC)c(OC)cc2c1NC(=O)c1nonc1C	i	16%	i	-6%	12%	26%	0%	20%	u
O=C(CNS(=O)(=O)c1ccccc1)N1CCN(C(=O)c2ccco2)CC1	i	-4%	-15%	0%	-15%	24%	13%	0%	5%
O=c1nc(N2CCCCC2)nc2n1CCO2	i	-7%	-15%	-3%	5%	x	0%	-2%	1%
CNc1cc(F)nc(F)n1	i	3%	i	0%	-8%	-33%	0%	-11%	9%
CC(O)(c1ccc(F)c(F)c1)c1nc(-c2csc3ccccc23)cs1 (configuration not stated)	i	-40%[inhibitor]	i	x	-73%[inhibitor]	18%	u	-80%[inhibitor]	-3%
CC[C@@H]1C=C(C(=O)O)[C@H](c2ccc(OC)c(OC)c2)N1S(=O)(=O)c1ccc(C)cc1	i	1%	i	1%	5%	3%	7%	-15%	2%
COc1ccc(-c2c(-c3ccc(OC)cc3O)nc(C)nc2C(F)(F)F)cc1	i	-5%	-19%	-1%	17%	-29%	11%	3%	-4%
CCOc1nc(-c2ccccc2O)nc2ccccc12	i	2%	i	-23%	-11%	-31%	22%	0%	4%

Marked active in GLP-1R inv ag (from the list above):
| compound | Akt phos inh | PTHR1 agonist | MmCpn inh | GLP-1R inv ag |
| --- | --- | --- | --- | --- |
| Cc1ccc(CN(Cc2ccco2)C(=O)c2ccc(Cl)cc2Cl)cc1 | x | -27% | x | 13µM* |
| COc1cccc(/C=C2\SC(=S)N(CCCC(=O)N3CCCC3)C2=O)c1 | i | -27% | 1% | 5µM* |

The list continues.
SMILES	Akt phos inh	aSyn yeast inh	PTHR1 agonist	MmCpn inh	TDP-43 yeast inh	FUS yeast rescue	GLP-1R inv ag	Abeta rescue	HEK293 tox
Cc1ccc(/C=C/C(=O)O)cc1S(=O)(=O)NCCCC(=O)O	i	2%	i	1%	1%	0%	-3%	1%	-2%
COc1cccc(OC)c1NC(=O)Cc1nn(C)c(=O)c2ccccc12	i	0%	4%[57.5 µM]	2%	12%	-2%	7%	3%	42%
O=C(Nc1ccccc1Cl)c1ccc2c(c1)N(Cc1ccc(F)cc1)C(=O)CS2=O (configuration not stated)	i	0%	i	-10%	15%	13%	-9%	13%	-18%
COc1ccc(C(=O)Nc2cc(OC)c(Cl)cc2Cl)cc1	i	6%	-14%	0%	-3%	14%	0%	-13%	-2%
Cc1cccc(N(Cc2ccccc2F)S(C)(=O)=O)c1	i	15%	-15%[57.5 µM]	0%	16%	-4%	-29%	16%	-7%
CN(CC(=O)Nc1ccccc1Cl)C(=O)CSc1nnc(-c2ccco2)o1	i	7%	i	-25%	3%	22%	4%	-9%	-12%

Entries listed so far that have a thiophene ring, fused or not, in the order listed:
SMILES	Akt phos inh	aSyn yeast inh	PTHR1 agonist	MmCpn inh	TDP-43 yeast inh	FUS yeast rescue	GLP-1R inv ag	Abeta rescue	HEK293 tox
O=C(O)c1csc(Br)c1Br	i	1%	-17%[57.5 µM]	0%	29%	-8%	-1%	6%	-2%
CC(O)(c1ccc(F)c(F)c1)c1nc(-c2csc3ccccc23)cs1 (configuration not stated)	i	-40%[inhibitor]	i	x	-73%[inhibitor]	18%	u	-80%[inhibitor]	-3%

Compound activity deposited in PubChem BioAssay by National Center for Advancing Translational Sciences (NCATS).
